Shiga toxin inh – Shiga toxin inhibition; actives 9.2% (n = 290,000); inhibition, % at 38.7 µM; Vero cells, Shiga toxin protein synthesis inhibition reporter; in the data active means inhibition mostly above about 28%, no sharp cut-off; inactive means mostly below about 43%; further: 0% is about no effect
TbPYK inhibitor – T. brucei pyruvate kinase inhibition. TbPYK enzyme, Kinase-Glo Plus ATP luminescence, 45 min. Potency, µM (top dose mostly 76.8 µM), without a hit: at the top dose activity, negative = inhibition, usual class: inhibitors. actives 0.12% (n = 410,000); further: potency means the concentration at half of the fitted maximal effect; on the % scale 0 is the no-effect control and ±100 the full control effect; nearly all actives have a fitted effect of over 50% in size
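Glycolytic pyruvate kinase of T. brucei was incubated with substrate, test compound and 130 uM ADP for 45 minutes at room temperature. Luminescent Kinase-Glo Plus signal was measured after 10 minutes.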
Cycloheximide cs – counter-screen hit for Shiga toxin inhibitors, cycloheximide; cell reporter, cycloheximide protein synthesis inhibition counterscreen; max response, %; actives 12% (n = 300,000); in the data active means max response mostly above about 13%, no sharp cut-off; inactive means mostly below about 14%; further: read at 38.3 µM for the half of the compounds with a filed dose; 0% is about no effect
Pf growth 48h – inhibits P. falciparum growth in the first generation, 48 h. P. falciparum luciferase growth in erythrocytes, 48 h. Potency, µM (series often up to 28.7 µM), without a hit: top-dose activity change, negative = inhibition, usual class: inhibitors. actives 5.9% (n = 310,000). AID 504832; further: potency means the concentration at half of the fitted maximal effect; on the % scale 0 is the no-effect control and ±100 the full control effect
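Firefly luciferase activity from engineered P. falciparum reports growth; inhibitors lower the luminescent signal. Cultures contained 2% hematocrit erythrocytes at 0.1% final parasitemia.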
AMA1-RON2 inh – inhibitors of Plasmodium falciparum AMA1-RON2 interaction; Potency, µM (titrated, usually from 58.2 µM), inactives show at the highest dose activity change, negative = inhibition, most hits filed as inhibitors; AlphaScreen AMA1-biotinylated RON2 peptide binding; actives 0.2% (n = 360,000);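 further: potency means the concentration at half of the fitted maximal effect; 0% = vehicle wells and -100% = peptide control; nearly all actives have a fitted effect of over 45% in size; some results filed as inactive show a strong effect at the top dose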
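AMA1 (3D7) with his tag at 25 nM final met compounds first, then biotinylated RON2 peptide at 25 nM; detection used donor plus acceptor beads, 10 µg/mL apiece, read by AlphaScreen after 30 min at room temperature.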
Pf growth 96h – inhibits malaria parasite growth, 96 h. actives 6.9% (n = 320,000). P. falciparum luciferase reporter growth, 96 h. Potency, µM (series often up to 28.7 µM), without a hit: at the top dose activity change, negative = inhibition, actives largely listed as inhibitors. AID 504834; further: potency means the concentration at half of the fitted maximal effect; on the % scale 0 is the no-effect control and ±100 the full control effect
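Parasite growth measured via integrated firefly luciferase reporter in P. falciparum. Infected erythrocytes at 2% hematocrit, 0.05% parasitemia final were treated 96 hours at 37 C under 5% CO2, and luminescence was read.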
LmPK inh – inhibitors of Leishmania mexicana pyruvate kinase. Potency, µM (doses to about 57.5 µM), without a hit: at the top dose activity change, negative = inhibition, hits mostly inhibitors. purified LmPK, Kinase-Glo ATP luminescence, 1 h. Q27686. actives 0.37% (n = 290,000); further: potency means the concentration at half of the fitted maximal effect; on the % scale 0 is the no-effect control and ±100 the full control effect
Target sequence (Q27686 whole entry, looked up): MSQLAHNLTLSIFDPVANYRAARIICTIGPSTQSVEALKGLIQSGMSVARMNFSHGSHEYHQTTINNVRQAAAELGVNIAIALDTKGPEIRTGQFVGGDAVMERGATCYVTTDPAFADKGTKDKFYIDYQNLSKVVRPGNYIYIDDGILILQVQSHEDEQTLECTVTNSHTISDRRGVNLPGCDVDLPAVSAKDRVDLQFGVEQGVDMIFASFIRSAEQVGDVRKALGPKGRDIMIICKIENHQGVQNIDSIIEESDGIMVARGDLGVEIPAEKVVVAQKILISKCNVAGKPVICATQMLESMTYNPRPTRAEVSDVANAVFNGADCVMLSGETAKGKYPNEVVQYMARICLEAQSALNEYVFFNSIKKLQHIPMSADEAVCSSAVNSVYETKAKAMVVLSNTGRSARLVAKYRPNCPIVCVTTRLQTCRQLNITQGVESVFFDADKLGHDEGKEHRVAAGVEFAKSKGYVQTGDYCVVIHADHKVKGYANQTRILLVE
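Pyruvate kinase activity monitored as ATP production (luciferase luminescence). Conditions: 0.1 nM enzyme, 0.5 mM PEP, 0.1 mM ADP, 1 h, RT; normalized against uninhibited and no-enzyme wells.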
* hit, by the source's call; ? = inconclusive; · = no result given; & = joins results of further samples; [ ] = remark or other dose. Unless noted, the call rests on the fitted dose curve; in most records, active means well fitted curve in the direction sought with a large enough effect; inconclusive means small, poorly fitted or top-dose-only effect, or another doubt; inactive means no such curve, though single readings can be large; an effect the other way counts as inactive or inconclusive.

SMILES | Shiga toxin inh | TbPYK inhibitor | Cycloheximide cs | Pf growth 48h | AMA1-RON2 inh | Pf growth 96h | LmPK inh
COc1ccc(Br)cc1/C=N/NC(=O)CNC(=O)C1COc2ccccc2O1 (centres undefined) | -7 | -5% | -2 | 15% | 20% | 23% | 7%
CSc1ccc(CN2C(=O)NC3(CCCCCCC3)C2=O)cc1 | -7 | 1% | 12 | -13% | -1% | ? | -4%
CC(C)Oc1cccc(C(=O)C2CCCN(Cc3cnc(N4CCOCC4)s3)C2)c1 (centres undefined) | -26 | -5% | 2 | ? | 1% | 31%[activator] | -1%
CO/N=C/NC(=O)c1c(OC)ccnc1Oc1ccc(F)cc1 | -11 | 4% | -6 | 18% | 1% | 31%[activator] | -2%
CC1(C)CC(=O)C2=C(C1)Nc1[nH]n(-c3ccccc3)c(=O)c1C2c1ccc2c(c1)OCO2 (centres undefined) | 9 | -3% | 8 | ? | 20% | 64%[activator] | 16%
O=C(CN1C(=O)/C(=C\c2ccc(C(F)(F)F)cc2)Sc2ccccc21)NCc1ccco1 | 15 | 3% | 2 | ? | -26% | 0% | 0%
Cc1ccc(Nc2nc(C)cs2)cc1 | 125* | -13% | 54* | 262%[activator] | 10% | ? | -14%
CCOC(=O)c1ccc(Cn2cnc3ccccc3c2=O)cc1 | 23 | ? | 11 | -12% | 11% | 13µM* | 3%
O=C(O)c1cccc(N/N=C/c2sc(N3CCOCC3)nc2-c2ccccc2)c1 | 176* | -23% | 128* | ? | 5% | 5.2µM* | 2%
CN(Cc1nc(-c2cnccn2)no1)Cc1n[nH]c2c1CCCC2 | 11 | -2% | -2 | 16% | 1% | 0% | -2%
CC(=O)c1cccc2c(O)c(C3=Nc4ccccc4C3=O)[nH]c12 | 89* | ? | 48* | -39% | ? | ? | 25µM*
CCCN(CCC)c1c([N+](=O)[O-])c(=O)oc2ccccc12 | -11 | -2% | -4 | 32%[activator] | -8% | ? | -5%
O=C(O)C1CCCCC1C(=O)Nc1cnn(Cc2ccccc2)c1 (centres undefined) | -8 | -7% | -4 | 28% | 11% | 23% | 3%
CCOC(=O)N1CCN(c2c(NCCc3ccc(C)cc3)c(=O)c2=O)CC1 | 6 | -1% | 1 | 34%[activator] | -3% | -17% | 4%
CC(=O)N(CCS(=O)(=O)c1ccc(Cl)cc1)Cc1cccs1 | -1 | 4% | -2 | 21% | 3% | 23% | 0%
CN(Cc1ccccc1)C(=O)COc1ccc(C(C)(C)C)cc1 | 57* | 2% | 27* | -24% | 17% | -8% | -2%
O=C(Nc1cccc(S(=O)(=O)N2CCOCC2)c1)c1cnn2c(C(F)F)cc(-c3ccccc3)nc12 | 8 | -3% | -3 | 43%[activator] | -1% | -11% | 8%
COC(=O)c1sc(NC(=O)CSc2nnc(Cn3nnc4ccccc43)n2C)nc1C | -11 | 32%[activator] | -1 | 21% | 5% | ? | -5%
Cc1oc2ccc(O)cc2c1C(=O)OC(C)C | 55 | 8% | 22* | 64%[activator] | -7% | -33% | 0%
Cc1ccc(C(=O)NCc2ccc3c(c2)OCO3)o1 | · | -2% | 2 | 39%[activator] | 7% | -13% | -2%
COc1ccccc1CC(=O)Nc1ccc(-c2noc(COc3cccc(C)c3C)n2)cc1 | -6 | -9% | -3 | · | -1% | 15µM* | -4%
O=C(NCc1cn2ccsc2n1)Nc1cccc(Cl)c1 | 3 | -6% | -2 | · | -4% | 21% | 13%
CC(C)(Cl)C1Cc2cc3ccc(=O)oc3cc2O1 (centres undefined) | 47* | -4% | 31* | 95%[activator] | 2% | 156%[activator] | 4%
N#CC1=C(Nc2ccccc2)SC=C(c2ccc(F)cc2)N=C1N1CCOCC1 | 15 | · | 0 | 26% | · | 10% | 2%
CCOc1ccc(S(=O)(=O)NCC2CCCO2)c2ccccc12 (centres undefined) | -2 | 2% | -2 | 27% | -17% | 348%[activator] | -4%
Next part.
SMILES | Shiga toxin inh | TbPYK inhibitor | Cycloheximide cs | Pf growth 48h | AMA1-RON2 inh | Pf growth 96h | LmPK inh
COc1ccc(C(NC(=O)c2cccc(F)c2)c2ccccc2)cc1 (centres undefined) | 1 | -1% | -1 | 4% | -1%[11.6 µM] | ? | 0%
O=C(O)CC(NC(=O)Cc1ccccc1)c1ccccc1 (centres undefined) | -6 | -14% | -1 | -13% | -2% | ? | -1%
O=C(O)CSCC(=O)N1N=C2/C(=C/c3ccccc3)CCCC2C1c1ccccc1 (centres undefined) | -6 | -18% | -2 | 3% | -3% | 0% | -4%
O=C(CSc1nc2ccccc2c(=O)[nH]1)Nc1cccc([N+](=O)[O-])c1 | 14 | 6% | -2 | -21% | 2% | 1.2µM* | 2%
COc1cc(/C=C(/C#N)C(=O)Nc2ccccc2)ccc1OCc1ccc(C(=O)O)cc1 | 36 | 6% | 25 | -1% | 9% | -98% | 0%
CCn1c(Cc2cccs2)nnc1SCC(=O)NC(C)(C)C | -10 | -2% | 6 | ? | -14% | ? | 3%
CCOC(=O)N1CCN(S(=O)(=O)c2ccc(C(=O)N(CCN(C)C)c3nc4c(C)cccc4s3)cc2)CC1 | -10 | 2% | -3 | 1% | -1% | 13% | 0%
O=C(COC(=O)C1(c2ccccc2)CC1)N1CCN(c2ccc(F)cc2)CC1 | 29 | 1% | -3 | -9% | -14% | 10µM* | 8%
O=C(NCc1ccncc1)c1ccc(Oc2ccccc2)cc1 | 16 | -14% | 17 | 14% | -2% | 36%[activator] | 0%
CCN(CC)CCNC(=O)c1ccc(NC(=O)c2ccc(Cl)c(S(=O)(=O)Nc3ccccc3OC)c2)cc1 | -2 | · | -3 | ? | · | 2.3µM* | 1%
CCOC(=O)C1=C(COC(=O)CCS(=O)(=O)c2ccc(C)cc2)NC(=O)NC1C (centres undefined) | · | -2% | · | 5% | 23% | ? | ·
CC(C)c1nc2cc(C(=O)N3CCNC(=O)C3c3ccc(F)cc3)ccc2o1 (centres undefined) | 7 | -1% | 11 | ? | -9% | ? | -3%
C#Cc1cccc(NC(=O)C2CCN(C(C)=O)CC2)c1 | -6 | -16% | -1 | 0% | 16% | ? | -12%
COc1cccc(C(=O)NC(=S)Nc2ccc([N+](=O)[O-])cc2C)c1 | -11 | -4% | 8 | 9% | 7% | -1% | 4%
O=C(NCc1cccs1)C1CCN(c2nc3ccccc3o2)CC1 | 24 | -4% | -3 | 3% | -3% | ? | 1%
CC(NC(=O)COc1ccc(S(=O)(=O)N2CCOCC2)cc1)c1ccccc1 (centres undefined) | · | 4% | · | ? | -4% | ? | ·
COC1CCN(C(=O)c2ccc3oc(Cc4ccc(Cl)cc4)nc3c2)CC1 | -4 | 2% | 10 | -4% | 10% | 220%[activator] | -3%
CC(OC(=O)Cc1coc2ccc3ccccc3c12)C(=O)Nc1ncc(Cl)cc1Cl (centres undefined) | -2 | 3% | 2 | 4% | -3% | 22% | 3%
Cc1ccc(C(C)C)c(OCC(=O)N2CCN(Cc3nc4cc([N+](=O)[O-])ccc4n3C)CC2)c1 | -1 | 2% | -2 | -7% | -4% | 12µM* | 3%
CCC(=O)n1nc(-c2ccccc2)nc1NCc1ccccc1 | 71* | -3% | 23* | 21% | 32%[activator] | 100%[activator] | -3%
COc1ccc(C(CCN2CCCCC2)c2c(O)cc(OC)cc2OC)cc1 (centres undefined) | -6&-7 | -5% | -1&-5 | 0.66µM* | -9% | 0.47µM* | 4%
CCOCC(=O)Nc1cc(C(=O)Nc2cccc(C)c2C)ccc1Cl | -16 | 4% | 13 | -3% | 0% | ? | 1%
COc1ccc(C(=O)NC(C)c2ccc(-n3ccnc3)cc2)cc1[N+](=O)[O-] (centres undefined) | -15 | 3% | -2 | ? | -8% | ? | 6%
Cc1ccc(NC(=O)COc2ccccc2C(=O)NCc2ccccc2)cc1 | · | 1% | · | ? | -4% | ? | ·
Cc1c(NC(=O)C(C)Sc2ccccc2)c(=O)n(-c2ccccc2)n1C (centres undefined) | -11 | -8% | -5 | · | 13% | -20% | -4%

Part of the list above in order of number of heavy atoms, largest number first:
SMILES | Shiga toxin inh | TbPYK inhibitor | Cycloheximide cs | Pf growth 48h | AMA1-RON2 inh | Pf growth 96h | LmPK inh
CCOC(=O)N1CCN(S(=O)(=O)c2ccc(C(=O)N(CCN(C)C)c3nc4c(C)cccc4s3)cc2)CC1 | -10 | 2% | -3 | 1% | -1% | 13% | 0%
CC(OC(=O)Cc1coc2ccc3ccccc3c12)C(=O)Nc1ncc(Cl)cc1Cl (centres undefined) | -2 | 3% | 2 | 4% | -3% | 22% | 3%
O=C(COC(=O)C1(c2ccccc2)CC1)N1CCN(c2ccc(F)cc2)CC1 | 29 | 1% | -3 | -9% | -14% | 10µM* | 8%
COC1CCN(C(=O)c2ccc3oc(Cc4ccc(Cl)cc4)nc3c2)CC1 | -4 | 2% | 10 | -4% | 10% | 220%[activator] | -3%

The list goes on.
SMILES | Shiga toxin inh | TbPYK inhibitor | Cycloheximide cs | Pf growth 48h | AMA1-RON2 inh | Pf growth 96h | LmPK inh
COc1ccc(CN2CCS(=O)(=O)CC2)cc1OC | -8 | 5% | -7 | 23% | 5% | -39%[1.15 µM] | -4%
O=C(NCc1ccco1)c1ccccc1-c1ccc(C(F)(F)F)cc1 | -7 | -14% | -2 | ? | -4% | -6% | 1%
O=C(NCCCO)C(=O)NCCc1ccc(Cl)cc1 | -7 | 6% | -4 | -1% | 23% | ? | -5%
O=C1OC(c2ccc(F)cc2)=C/C1=C\c1ccc(O)cc1 | 40 | -4% | 14* | 60% | -2% | -7% | 2%
Cc1cc(C(=O)N/N=C/c2ccc(O)c([N+](=O)[O-])c2)n[nH]1 | -3 | -5% | -1 | 18% | 73%[activator] | -29% | -27%
Nc1ccc(-c2ccc(N)c(C(=O)O)c2)cc1C(=O)O | -2 | -15% | 9 | -12% | -10% | ? | -3%
COc1ccc(C2N(C(=O)c3ccccc3)CCN2C(=O)c2ccc(C)cc2)cc1 (centres undefined) | -5 | 7% | -5 | · | -16% | ? | 5%
Cc1nc2ccccc2cc1C(=O)N/N=C/c1ccc([N+](=O)[O-])cc1 | -5 | -1% | -1 | 13% | 4% | 14% | -2%
Cc1ccc(C(=O)C(C)OC(=O)CCS(=O)(=O)c2ccc(C)cc2)cc1 (centres undefined) | · | 0% | · | -4% | -2% | -7% | ·
O=C(Nc1ccccc1)N1C2CCC1CC(O)(c1cccnc1)C2 (centres undefined) | -11 | 3% | 5 | ? | 13% | 31%[activator] | 3%
COC(=O)c1nnn(-c2ccccc2)c1N | 29 | -10% | 5 | 32%[activator] | 22% | -6% | -11%
CCOc1ccccc1-c1ccc(C(=O)NCc2ccccc2)o1 | 13 | -6% | 10 | ? | -24% | 7.4µM* | 2%
CCCCNC(=O)c1cc2c(C)cc(C)cc2[nH]1 | -1 | -4% | 2 | ? | -15% | -8% | 2%
Cc1ccc2[nH]c(=O)c(C3=NN(C(=O)CCC(=O)O)C(c4cccs4)C3)c(-c3ccccc3)c2c1 (centres undefined) | -7 | 0% | -2 | ? | -3% | ? | 1%

Whole records from above. Order of screens: Shiga toxin inh	TbPYK inhibitor	Cycloheximide cs	Pf growth 48h	AMA1-RON2 inh	Pf growth 96h	LmPK inh
O=C1OC(c2ccc(F)cc2)=C/C1=C\c1ccc(O)cc1 reads 40	-4%	14*	60%	-2%	-7%	2%
O=C(NCCCO)C(=O)NCCc1ccc(Cl)cc1 reads -7	6%	-4	-1%	23%	?	-5%
COc1ccc(C2N(C(=O)c3ccccc3)CCN2C(=O)c2ccc(C)cc2)cc1 (centres undefined) reads -5	7%	-5	·	-16%	?	5%
